Bioassay records: PubChem BioAssay, National Center for Advancing Translational Sciences (NCATS)
D3 antag: qHTS of D3 Dopamine Receptor Antagonist: qHTS; D(3) dopamine receptor (Homo sapiens), P35462; D3R cells, DiscoveRx beta-arrestin luminescence, antagonist mode; active compounds read low; max response, negative = inhibition, %; hit rate 2.5% among 360,000; AID 652054, 2013; in the data active = max response below about -50%; inconclusive = no clear call, values can overlap the other calls; also: % is scaled to controls: 0 for no effect and ±100 for the full control effect; mostly tested at two doses, the higher about 12 µM
Target sequence (P35462 whole entry, looked up): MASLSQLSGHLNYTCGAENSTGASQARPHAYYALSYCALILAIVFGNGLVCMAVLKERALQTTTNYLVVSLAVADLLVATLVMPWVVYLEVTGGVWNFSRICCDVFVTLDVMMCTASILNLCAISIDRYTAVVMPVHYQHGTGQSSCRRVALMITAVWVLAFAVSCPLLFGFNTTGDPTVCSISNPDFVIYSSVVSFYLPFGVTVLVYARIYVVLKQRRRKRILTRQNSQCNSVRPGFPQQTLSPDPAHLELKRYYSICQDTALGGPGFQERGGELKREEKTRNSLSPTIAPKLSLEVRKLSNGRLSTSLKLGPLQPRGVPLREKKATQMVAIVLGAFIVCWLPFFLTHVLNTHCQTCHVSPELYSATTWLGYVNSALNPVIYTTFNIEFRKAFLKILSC
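Cells plated overnight at 1500 cells/well, then exposed to library compounds with dopamine controls for 90 minutes at 37 degrees C. DiscoveRx reagent added for 30–60 minutes at room temperature; luminescence read, quantitative HTS format.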
PTHR1 ag: qHTS for PTHR1 Agonists: Primary Screen. HEK293 GP2 PTHR1 cells, GloSensor cAMP luminescence, 1 h. Potency, µM (series often up to 115 µM), for the others: at the top dose activation, actives largely listed as activators. hit rate 0.075% among 410,000; also: potency is read from the fitted curve at half-maximal effect; nearly all actives have a fitted effect of over 55% in size; some results filed as inactive show a strong effect at the top dose; inactives centre near -15; many of its hits are not listed in these tables
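HEK-293-derived GP2 cells expressing PTHR1 and a GloSensor cAMP reporter, 3,000/well, plated overnight, given luciferin plus IBMX (each 0.5 mM as added) for 1 h at 37 °C, then compound for 1 h at 37 °C. Luminescence was read after 15 min at room temperature.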
aSyn yeast inh: qHTS of alpha-syn Inhibitors; Yeast expressing alpha-synuclein, growth rescue, BacTiter-Glo, 24 h; Potency, µM (series often up to 46.1 µM), inactives show at the top dose growth rescue (activation), usual class: activators; hit rate 0.14% among 370,000; AID 652106, 2013; also: potency is read from the fitted curve at half-maximal effect; % of control where 0% means no effect; nearly all actives have a fitted effect of over 65% in size
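Galactose-induced alpha-syn yeast (OD600=0.02, raffinose-pregrown) + pinned cpd, 24 hr, 30 deg C; growth by BacTiter-Glo luminescence. Growth restoration scores as activation.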
GLP1R cytotox: qHTS of GLP-1 Receptor Inverse Agonists: Cytotox Screen. HEK293 cAMP-luciferase reporter cells, luminescence, 24 h. Potency, µM (series often up to 38.3 µM), for the others: at the top dose activity change, negative = inhibition, hits mostly inhibitors. hit rate 0.13% among 410,000;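 also: loss of luciferase light is scored as toxicity; potency is read from the fitted curve at half-maximal effect; % is scaled to controls: 0 for no effect and ±100 for the full control effect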
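Luminescence readout: signal drop marks cytotoxicity. Plated cells grew 12 h at 37 °C, 5% CO2, received 23 nL compound for 24 h, then got luciferase reagent, read after 12 min at RT.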
GLP-1R inv ag: qHTS of GLP-1 Receptor Inverse Agonists (Inhibition Mode) | Glucagon-like peptide 1 receptor (Homo sapiens), P43220 | HEK293 GLP-1R CRE-luciferase, luminescence, 24 h; GLP-1R form is constitutively active | Potency, µM (doses to about 38.3 µM), for inactives: top-dose activity change, negative = inhibition, actives largely listed as inhibitors | hit rate 1.6% among 410,000; also: potency is read from the fitted curve at half-maximal effect; % is scaled to controls: 0 for no effect and ±100 for the full control effect; nearly all actives have a fitted effect of over 55% in size
Target sequence (P43220 whole entry, looked up): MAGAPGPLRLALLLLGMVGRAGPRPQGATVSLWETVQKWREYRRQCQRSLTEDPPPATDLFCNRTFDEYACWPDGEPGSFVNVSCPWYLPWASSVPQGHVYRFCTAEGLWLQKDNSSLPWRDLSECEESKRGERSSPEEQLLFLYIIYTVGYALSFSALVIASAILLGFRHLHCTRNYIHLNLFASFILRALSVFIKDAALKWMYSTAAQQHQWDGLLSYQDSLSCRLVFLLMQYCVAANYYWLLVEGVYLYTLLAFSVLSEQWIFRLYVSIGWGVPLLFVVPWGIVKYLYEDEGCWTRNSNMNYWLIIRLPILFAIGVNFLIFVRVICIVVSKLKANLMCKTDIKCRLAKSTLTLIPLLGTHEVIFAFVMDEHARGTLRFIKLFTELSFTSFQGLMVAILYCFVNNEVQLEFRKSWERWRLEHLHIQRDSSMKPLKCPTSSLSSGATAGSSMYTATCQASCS
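Seeding at 200 cells/uL, 12 h culture, 24 hr compound treatment, then luciferase reagent and a luminescence read; cells are HEK293 stably expressing a constitutively active GLP-1R plus cAMP-responsive luciferase.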
TDP43 rescue: qHTS of TDP-43 Inhibitors | hit rate 1.8% among 410,000 | TDP-43 expressing yeast growth rescue, BacTiter-Glo, 24 h | Potency, µM (top dose mostly 46.1 µM), for inactives: at the highest dose growth rescue (activation), hits mostly activators; also: potency is read from the fitted curve at half-maximal effect; % of control where 0% means no effect; nearly all actives have a fitted effect of over 50% in size
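In this qHTS, compounds that restore growth of yeast expressing TDP-43 appear as activators. Cells (OD600=0.02, galactose medium, raffinose-pregrown) are incubated with compound 24 hr at 30 deg C and growth is quantified by BacTiter-Glo.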
D3 ag: qHTS of D3 Dopamine Receptor Agonist: qHTS; D(3) dopamine receptor (Homo sapiens), P35462; D3R DiscoveRx beta-arrestin cells, luminescence, 90 min; max activation, %; hit rate 0.58% among 410,000; AID 652048, 2013; in the data active = max activation above about 30%; also: 0% is about no effect; mostly tested at two doses, the higher about 12 µM
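Agonist-mode cell screen: cells plated at 1500/well and incubated overnight at 37 °C, then exposed to library compounds for 90 min at 37 °C. Detection reagent was added for 30–60 min at room temperature, and luminescence was read.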
GLP1R ag: qHTS of GLP-1 Receptor Agonists | Glucagon-like peptide 1 receptor (Homo sapiens), P43220 | HEK293 GLP-1R CRE-luciferase, luminescence, 4-6 h; cells express a hypersensitive GLP-1R form | Potency, µM (top dose mostly 45.6 µM), inactives show top-dose activation, actives largely listed as activators | hit rate 0.007% among 380,000 | AID 624172, 2012; also: potency is read from the fitted curve at half-maximal effect; % of control where 0% means no effect
KB-V1 cytotox: qHTS assay for MDR1-selective chemotherapeutics: Primary screen using the drug-selected MDR subline cells KB-V1 | hit rate 3.4% among 400,000 | AID 1347076, 2019 | Potency, µM (top dose mostly 46.1 µM), without a hit: at the top dose activity change, negative = cytotoxicity, actives largely listed as cytotoxic | KB-V1 MDR cells viability, CellTiter-Glo, 72 h; also: potency is read from the fitted curve at half-maximal effect; % is scaled to controls: 0 for no effect and ±100 for the full control effect; nearly all actives have a fitted effect of over 60% in size
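Luminescent ATP read-out (CellTiter-Glo, 10 min) measures survival of drug-selected KB-V1 MDR cells after 72 h, 37 degrees C compound exposure. Medium: phenol-red-free DMEM, 10% FBS. Values from fitted concentration-response curves.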
* hit, by the source's call; i = inactive; ? = inconclusive; / = no result given; [ ] = remark or other dose. Unless noted, calls follow the shape of the dose curve; as a rule, active = well fitted curve in the direction sought with a large enough effect; inconclusive = small, poorly fitted or top-dose-only effect, or another doubt; inactive = no such curve, though single readings can be large; an effect the other way counts as inactive or inconclusive. A portion of the library; rates above refer to the full screens.

smiles | D3 antag | PTHR1 ag | aSyn yeast inh | GLP1R cytotox | GLP-1R inv ag | TDP43 rescue | D3 ag | GLP1R ag | KB-V1 cytotox
O=C(CCn1nc(-c2ccc(Cl)cc2)ccc1=O)N1CCN(c2ccccc2)CC1 | 12 | -2% | 6% | 4% | ? | ? | 4 | 16% | 5%
COc1ccc(-c2nnnn2CCc2ccccc2)cc1 | 7 | 0%[57.5 µM] | -3% | 7% | 57%[activator] | 3% | 5 | 8% | -3%
COc1ccc(C2C(C#N)=C(N)N(N(C)C)C3=C2C(=O)CC(C)(C)C3)cc1OC (stereo unspecified) | 10 | i | -9% | 0% | 23% | -3% | 21 | 8% | 4%
CCCCn1c(CCC(=O)O)nc2cc(S(=O)(=O)N3CCCC3)ccc21 | 9 | -6% | 0% | -3% | 11% | 8% | -3 | 1% | /
CCC(C)(C)NC(=O)CN(CC1CCCO1)C(=O)CCC(=O)Nc1nccs1 (stereo unspecified) | -24 | i | -2% | 0% | 17% | -24% | -6 | 5% | -16%
Cc1ccc2nc(COc3ccc(NC(=O)COc4ccccc4F)cc3)cc(=O)n2c1 | / | ? | / | -1% | 16% | -13% | 7 | / | 11%
CCN(C(=O)c1ccc(S(=O)(=O)N2CCOCC2)cc1)C1CCS(=O)(=O)C1 (stereo unspecified) | 5 | -1% | 2% | 9% | 10% | 10% | 10 | -10% | 19%
CCN(CC)C(=O)C1=C(C)N(Cc2ccc(F)cc2)C(=O)C(CC(=O)NCCCCc2ccccc2)C1 (stereo unspecified) | -24 | -9% | 6% | -16% | ? | 0% | -8 | -3% | ?
Cc1cc(NC(=O)c2ccc(C)c([N+](=O)[O-])c2)no1 | 1 | i | 1% | 20% | 29% | -10% | 7 | 2% | 6%
COc1cc(-c2nnc(-c3cc(OC)c(OC)c(OC)c3)o2)cc(OC)c1OC | 82 | i | 3% | -3% | 0% | 18% | 17 | -4% | -18%
CCN(C(=O)c1cnc(NC(C)C)cc1C(F)(F)F)c1ccc(Cl)cc1 | 1 | -27% | 13% | 10% | ? | 15% | 19 | 3% | 0%
COc1ccc(NC(=O)CCNC(=O)Cn2cnc3sc4c(c3c2=O)CCCC4)c(OC)c1 | -27 | -9% | -1% | 3% | 5% | -29% | -12 | 13% | 15%

smiles | D3 antag | PTHR1 ag | aSyn yeast inh | GLP1R cytotox | GLP-1R inv ag | TDP43 rescue | D3 ag | GLP1R ag | KB-V1 cytotox
C=CCNC(=O)c1oc2ccc(S(=O)(=O)N(CC)CC)cc2c1C | -18 | i | 0% | -8% | 0% | -20% | -4 | ? | -9%
S=C(NCc1ccccn1)Nc1ccc(Cl)cc1Cl | -8 | -9%[57.5 µM] | -16% | -2% | -22% | 11µM* | 4 | 0% | 2%
CCCOC(=O)NC1C(NC(=O)OCCC)N(C)C(=O)N1C (stereo unspecified) | -21 | i | -12% | -11% | 0% | 12% | -4 | -9% | -18%
COc1ccc(CCC(=O)NCc2cn3ccsc3n2)cc1 | -13 | -2%[57.5 µM] | 0% | -7% | 12% | -15% | -4 | -1% | -1%
Cc1ccc(CN2CCC(c3cc(-c4ccc(Cl)cc4)n[nH]3)CC2)cc1 | -91* | 0% | 15% | -15% | ? | -15% | -8 | 7% | ?
COC(=O)C1=C(Cn2cnc3ccccc32)NC(=O)NC1c1cc(C)ccc1C (stereo unspecified) | 59 | -9% | -3% | -18% | ? | -3% | 40* | -11% | 0%
COCc1cccc(-c2csc(C(C)(O)c3ccc(OC)cc3)n2)c1 (stereo unspecified) | 23 | i | 7% | 3% | 0% | ? | 2 | -9% | -10%
COC(=O)c1cc(NC(=O)Cn2ncc3c([nH]c4ccccc43)c2=O)cc(C(=O)OC)c1 | / | i | / | -17% | 15% | 18% | 4 | / | 15%
COCCNC(=O)CN(Cc1ccc(OC)cc1)C(=O)CCC(=O)Nc1nccs1 | 0 | i | -2% | -1% | 8% | -35%[inhibitor] | 7 | -1% | 0%
CC(C)(C)c1nnc(NS(=O)(=O)c2ccc(F)cc2)s1 | -9 | i | 1% | -10% | 8% | / | -8 | -3% | 12%
O=c1[nH]n(-c2ccc([N+](=O)[O-])cc2)c(=O)c2ccccc12 | -29 | -4% | -6% | -2% | 5µM* | -5% | -5 | 2% | 2%
FC(F)C(F)(F)c1cc(-c2ccc(Cl)cc2)n[nH]1 | 2 | -22% | -17% | -2% | ? | -89%[inhibitor] | 7 | 12% | ?

Filtered by structure, those above containing a nitro group on carbon (2)
smiles | D3 antag | PTHR1 ag | aSyn yeast inh | GLP1R cytotox | GLP-1R inv ag | TDP43 rescue | D3 ag | GLP1R ag | KB-V1 cytotox
Cc1cc(NC(=O)c2ccc(C)c([N+](=O)[O-])c2)no1 | 1 | i | 1% | 20% | 29% | -10% | 7 | 2% | 6%
O=c1[nH]n(-c2ccc([N+](=O)[O-])cc2)c(=O)c2ccccc12 | -29 | -4% | -6% | -2% | 5µM* | -5% | -5 | 2% | 2%

(further entries)
smiles | D3 antag | PTHR1 ag | aSyn yeast inh | GLP1R cytotox | GLP-1R inv ag | TDP43 rescue | D3 ag | GLP1R ag | KB-V1 cytotox
c1ccc(-c2noc(CSc3nc4ccccc4o3)n2)cc1 | 0 | -60%[inhibitor] | 5% | 1% | ? | -8% | -2 | -1% | -21%
CCCCN(C(=O)CN1C(=O)C2CCCCC2C1=O)c1c(N)n(CCCC)c(=O)[nH]c1=O (stereo unspecified) | -3 | i | 5% | -5% | 22% | -4% | 10 | 12% | 23%
CCOC(=O)C1CCN(C(=O)CN(c2ccc(OC)cc2)S(=O)(=O)c2c(C)noc2C)CC1 | -16 | -24% | 2% | 9% | -10% | 9% | 4 | 11% | 0%
CN(C)/C(=N\S(=O)(=O)c1ccccc1)c1ccc(Cl)cc1 | -2 | 7% | 1% | -2% | 7% | -9% | -14 | -1% | -17%
COc1ccc(C(=O)C2C(c3ccc(-c4ccccc4[N+](=O)[O-])o3)NC(=O)NC2(O)C(F)(F)F)cc1 (stereo unspecified) | 7 | -1% | -3% | -18% | 1% | -24% | 3 | 1% | -20%
CC1=CC(=C(c2ccc(N)cc2)c2ccc(N)cc2)C=CC1=N | / | / | -55%[inhibitor] | / | / | / | -8 | -5% | ?
CCn1c(SCC(=O)c2c[nH]c3ccccc23)nnc1-c1cccs1 | 27 | -5%[57.5 µM] | -5% | -27% | ? | -10% | -3 | -1% | ?
O=C1CC(SCCO)C(=O)N1c1ccccc1 (stereo unspecified) | 22 | i | -3% | 2% | -4% | -23% | -7 | -16% | 1%
COc1cc(C2CC(=O)Oc3cc4c(cc32)OCO4)cc(OC)c1OC (stereo unspecified) | 21 | 8% | -1% | 12% | 15% | -2% | 1 | 2% | 0%
O=C(NCCc1csc(-c2cccnc2)n1)c1ccc(Cl)cc1 | -3 | -34%[inhibitor] | -1% | -4% | ? | ? | -13 | -5% | -21%
CCC(C)(C)N(C(=O)CCC(=O)Nc1cc(C)on1)C(C(=O)NC(C)(C)C)c1ccc(OC)cc1 (stereo unspecified) | -17 | i | -2% | -1% | 4% | -11% | -14 | 5% | -21%
Cc1[nH]c(=O)[nH]c(=O)c1NC(=O)c1ccc(OC(C)C)cc1 | -20 | i | -4% | 6% | 11% | 16% | -2 | 1% | -1%

smiles | D3 antag | PTHR1 ag | aSyn yeast inh | GLP1R cytotox | GLP-1R inv ag | TDP43 rescue | D3 ag | GLP1R ag | KB-V1 cytotox
Cc1ccc(CSCC(=O)Nc2ccc3c(c2)OCO3)cc1 | -11 | -17%[57.5 µM] | 5% | -11% | 0% | 26% | 1 | 0% | ?
CC(c1ccccc1)C1CC(=O)N(c2ccccc2)C1=O (stereo unspecified) | 1 | i | 12% | 6% | 3% | 19% | -5 | -3% | ?
Cc1ccc(S(=O)(=O)N2C/C=C\CN(S(=O)(=O)c3ccccc3Br)CC2)cc1 | 25 | i | 7% | 2% | 10µM* | 19% | 9 | 1% | 0%
CC(=O)N(C)c1ccc(NC(=O)Nc2ccc(C)cc2)cc1 | 14 | -13% | -1% | -2% | 20% | 2% | 7 | 0% | 17%
Cc1cc(C)c(C)c(S(=O)(=O)NCCCN2CCCC2=O)c1C | -11 | i | 8% | 0% | 10% | -3% | 17 | 0% | /
Cc1cccc(N2CCN(C(=O)c3ccc(NS(=O)(=O)c4ccc5[nH]c(=O)[nH]c5c4)cc3)CC2)c1C | 4 | i | 0% | 2% | 16% | 20% | 15 | -16% | /
COc1cc(NC(=S)NC(=O)c2cccs2)ccc1NC(=O)C(C)C | 0 | -29% | -4% | -3% | -10% | 0% | -12 | 12% | 0%
Cc1nn(C)c(C)c1CN(Cc1nc(-c2ccc(F)cc2F)oc1C)C1CC1 | 4 | -24% | 1% | -6% | -26% | 0% | 6 | 1% | ?
O=C(CSc1nnc(-c2ccco2)o1)c1ccccc1Cl | -8 | i | -4% | ? | ? | ? | -11 | 7% | 0%
COc1ccc(/C=N/Nc2ccccn2)cc1O | 1 | -5% | -9% | 3% | 5% | -8% | 6 | 1% | -5%
O=C(NCCCNc1ccc(C(F)(F)F)cc1[N+](=O)[O-])c1ccc(F)cc1 | -12 | -18% | 0% | -29% | ? | -10% | -10 | 20% | ?
CC(C)Cn1c(N)c(C(=O)COC(=O)c2ccccc2Cl)c(=O)n(C)c1=O | 11 | -43%[inhibitor] | 13% | 2% | ? | 11% | 3 | 3% | -28%
O=C(NC(=O)N1CCN(c2ccc([N+](=O)[O-])cn2)CC1)c1ccccc1F | 10 | -54%[inhibitor] | 2% | 0% | 35%[activator] | 13% | -9 | -7% | -2%
